TWEAK Fn14 block – inhibitors of TWEAK-Fn14 interaction signaling | hit rate 2% among 360,000 | AID 1159606 | inhibition, % at 10 µM | TWEAK-stimulated Fn14 reporter cells, luciferase luminescence, 8 h; in the data active = inhibition above about 50%
TROY signal inh – TROY signaling inhibition; Q293 LMP1-TROYcd NF-kB luciferase reporter, 4 h; AID 1347056; hit rate 0.98% among 360,000; inhibition, % at 10 µM;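 active = compounds whose plate-normalised and pattern-corrected inhibition of the luciferase reporter signal at the single screening dose is 50% or more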
C8 TRAIL sens – caspase-8 TRAIL sensitization. NB7+C8 cells + TRAIL, ATPlite viability luminescence. inhibition (viability loss, TRAIL sensitization), % at 10 µM. hit rate 1% among 360,000;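 active = compounds causing at least 50% loss of cell viability in the single-dose screen, relative to plate controls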
KKLEB tox – CF airway cell cytotoxicity counter-screen | hit rate 0.36% among 360,000 | KKLEB CF airway cells viability, ATPlite luminescence, overnight; stronger effect = lower value; cells stimulated with P. aeruginosa culture filtrate | activity change (cytotoxicity), % at 5 µM;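 active = corrected activity change at or below -50% at 5 µM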
LRH-1 inv ag – inverse agonists of human LRH-1 (NR5A2). O00482. HEK293T StAR-luciferase reporter, LRH-1 transfected, 24 h. AID 602396. hit rate 0.13% among 360,000. inhibition, % at 3.6 µM;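 active = inhibition above the mean inhibition of all tested compounds plus 3 SD, cut at about 73% in these data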;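 note: 0% = DMSO wells and 100% = reporter-only cells lacking LRH-1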
NCOA1 inh – inhibitors of human steroid receptor coactivator 1 (SRC1) | Q15788 | HEK293 GAL4-SRC1 luciferase reporter, luminescence | inhibition, % at 3.6 µM | hit rate 0.12% among 360,000 | AID 588354;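 active = inhibition above the campaign mean plus 3 SD, with each screening campaign given its own cutoff, cut at about 60% in these data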;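 note: 0% = DMSO treated cells and 100% = gossypol at 36 µM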
CF NFkB inh – inhibitors of cystic fibrosis induced NF-kB | KKLEB NF-kB-GFP reporter, PAF-induced, GFP fluorescence overnight | inhibition, % at 5 µM | hit rate 0.86% among 360,000 | AID 588850;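 active = at least 50% inhibition at 5 µM, scaled per plate between neutral and stimulator controls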;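 note: PAF is a Pseudomonas aeruginosa culture filtrate used as stimulus; plate controls were PAF-stimulated DMSO wells for no effect and unstimulated DMSO wells for full effect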
SRC2 inh – human SRC2 (NCOA2) inhibition | Q15596 | HEK293 GAL4-SRC2 luciferase reporter, luminescence | inhibition, % at 9 µM | hit rate 0.17% among 370,000 | AID 651957;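 active = inhibition above the mean inhibition of all tested compounds plus 3 SD, set per campaign, cut at about 52% in these data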;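 note: 0% = DMSO treated cells and 100% = cells given Gossypol at 36 µM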
EBV LMP1 NFkB – reduces LMP1-driven NF-kappaB luciferase signal. LMP1-induced NF-kappaB luciferase reporter cells, luminescence. inhibition, % at 12.5 µM. hit rate 0.69% among 350,000. AID 504558; in the data active = inhibition above about 41%;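 note: 0% = neutral control wells and 100% = reference inhibitor control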
COUP-TFII inh – NR2F2 (human) inhibition, primary screen; P24468; HEK293T NGFI-A luciferase reporter, luminescence; inhibition, % at 8.6 µM; hit rate 0.7% among 370,000; AID 686940;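 active = inhibition above a per-plate cutoff, mean inhibition of test wells between control levels plus 3 SD, cut at about 38% in these data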;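 note: cells cotransfected with COUP-TFII expression vector driving the NGFI-A reporter; 0% = median of COUP-TF2 test wells and 100% = reporter-only cells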
SRC3 inh – inhibitors of human steroid receptor coactivator 3 (SRC3); Q9Y6Q9; HEK293 GAL4-SRC3 luciferase reporter, luminescence; inhibition, % at 3.6 µM; hit rate 0.17% among 360,000; AID 588352;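 active = inhibition above a per-campaign cutoff, the mean of all compounds plus 3 SD, cut at about 60% in these data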;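 note: 0% = DMSO-treated cells and 100% = gossypol-treated cells at 36 µM; higher means less SRC3-driven luciferase light from the GAL4 reporter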
* marks the source's active call; other numbers are inactive results; · = not tested or not shown.

Values in the order: TWEAK Fn14 block, TROY signal inh, C8 TRAIL sens, KKLEB tox, LRH-1 inv ag, NCOA1 inh, CF NFkB inh, SRC2 inh, EBV LMP1 NFkB, COUP-TFII inh, SRC3 inh
1: O=[N+]([O-])c1cc(C(F)(F)F)ccc1Sc1nccn1Cc1ccccc1
    4, 4, -9, 8, 4, -15, -3, 8, -2, -4, 11
2: Cc1cccc(-c2ncc(CN3CCCC(CO)(Cc4ccccc4C)C3)cn2)c1 (stereo unspecified)
    25, 16, 11, 6, -13, -25, 7, -8, -6, -5, -8
3: CCOc1ccccc1NC(=O)CCN(c1ccc(C)cc1)S(=O)(=O)c1ccccc1
    13, -3, -3, 19, 14, -1, -16, -6, 5, -19, 12
4: Cc1ccc(OCCCCn2ccnc2)c(Cl)c1
    -14, -29, -16, -2, -37, -33, -11, -31, 2, -9, -5
5: CN(CC(=O)Nc1ccc(Cl)c(C(F)(F)F)c1)S(=O)(=O)c1cnc[nH]1
    -17, 13, 10, -2, -4, -72, -16, -1, 0, -2, 10
6: CC(=O)N(C)C[C@@H]1Oc2ncc(Br)cc2C(=O)N([C@H](C)CO)C[C@@H]1C
    -5, 10, 4, 12, -5, -15, -23, -11, 1, 7, -3
7: CCOc1cc(C2NC(=O)c3ccccc3O2)ccc1OC (stereo unspecified)
    4, 21, -8, -6, 0, -2, 2, 14, 2, 16, 4
8: CCOc1ccc(CCNC(=O)c2cc([N+](=O)[O-])ccc2N2CCOCC2)cc1OCC
    8, -5, -19, 13, 8, -8, -59, 9, 10, -9, -45
9: COc1cccc([C@@H]2CC=C(C(=O)O)CN2S(=O)(=O)c2ccc(C)cc2)c1
    -1, 3, -4, 2, -21, 10, 12, 11, 25, 4, -11
10: CCCCNC(=O)c1ccccc1NS(=O)(=O)c1ccc2c(c1)OCCO2
    -5, -10, -2, -3, -13, 20, 2, -21, -2, -5, 9
11: CC1(C)CC(=O)C2=C(C1)Oc1ncn(CCO)c(=N)c1C2c1ccccc1 (stereo unspecified)
    18, ·, -3, 3, -2, -11, 11, 1, 1, 4, 1
12: COc1ccc(N2CCN(S(=O)(=O)c3ccc(OC)cc3)CC2)cc1
    4, 14, 4, 9, 7, -11, -23, 9, 3, 8, -8
13: CCNc1ccc(C(=O)OC(C(=O)NC(N)=O)C(C)C)cc1[N+](=O)[O-] (stereo unspecified)
    -18, -15, -20, -12, 2, 6, 10, 12, -3, -3, 13
14: O=C(c1cc2ccccc2o1)N1CCN(S(=O)(=O)c2ccc(Cl)s2)CC1
    -10, -6, -3, 10, -5, 12, -5, 15, 5, -13, 13
15: O=[N+]([O-])c1ccc(CN2CCN(c3ncccn3)CC2)cc1
    11, 2, -4, 7, -18, -9, -6, 14, 0, 0, -11
16: Cc1ccsc1C(C(=O)NC1CCCCC1)N(C(=O)c1csnn1)C1CC1 (stereo unspecified)
    0, -15, -14, 7, -5, -23, 2, 5, -2, 6, 3
17: Cc1c(Cl)cccc1NC(=O)COC(=O)c1ccc(CN2CCCC2=O)cc1
    -18, -19, -20, 5, -21, 3, 18, 8, -14, 16, -5
18: Cc1nc(N)nc(N)c1Oc1ccc(Cl)cc1
    13, 23, 3, -6, -12, 11, 13, 11, 6, -12, -8
19: NC(=O)COC(=O)c1ccc(S(=O)(=O)NCc2ccco2)cc1
    -11, 9, -3, 2, 2, 9, -1, 7, -6, -5, 6
20: O=C(Cc1cccs1)NCc1ccccc1Br
    1, -52, 11, 9, -97, -37, -19, -81, -16, -59, -63
21: O=C(NCCN1C(=O)S/C(=C\c2ccc(Cl)c(Cl)c2)C1=O)c1ccc2c(c1)C(=O)N(Cc1ccncc1)C2=O
    58*, -23, -5, 9, -3, -10, -4, -4, 13, 5, 2
22: COCCCNC(=O)Cn1cnc2c(OCc3ccccc3)ncnc21
    -6, -13, -2, -1, 1, 6, 28, 10, 4, -4, -13
23: CC(=O)NCCc1nc2cc(NC(=O)c3cccs3)ccc2n1C
    -4, -12, -4, 16, -2, -7, -2, -11, 2, 10, -1
24: O=C(/C=C/c1ccccc1[N+](=O)[O-])OCC(=O)c1ccccc1
    -40, -58, -1, -2, 15, -10, -13, -8, -5, -1, 1
25: COc1ccc(/C=C/C(=O)OCC(=O)Nc2cc(S(=O)(=O)N(C)C)ccc2Cl)cc1
    -17, -9, -8, 10, -1, -37, 3, 14, 3, -11, 2
26: O=C(Nc1cccc(S(=O)(=O)NC2=NCCC2)c1)c1ccccc1F
    -13, -2, -3, -21, 26, -9, 5, 16, -5, 8, -13
27: COc1ccc(-c2csc(N(CCCN(C)C)C(=O)c3ccccc3Cl)n2)cc1
    10, -43, 2, -7, 8, 17, 16, 13, -17, 20, 3
28: COCC(=O)Nc1c(C(=O)N2CCCC2)oc2ccccc12
    22, -5, 8, 3, 16, 12, 1, 6, 5, 13, 6
29: CC1O[C@@H](O[C@H](C)CC[C@@H](C)O[C@H]2OC(C)[C@@H](O)C[C@H]2O)C(O)C[C@H]1O (stereo partly specified)
    5, -12, -8, 16, 2, 2, -17, 14, -2, 1, -1
30: O=S(=O)(Nc1ccc(S(=O)(=O)Nc2ncccn2)cc1)c1ccc(Cl)cc1
    15, 2, 25, 0, 0, -16, -1, -2, 10, -2, 9
31: COC(=O)c1c(C)[nH]c(C(=O)/C=C/c2cccc(Cl)c2)c1C
    44, -19, 9, -3, 0, -21, -12, -20, -27, -23, -32
32: COc1ccc(OCC(=O)N2CCN(C(=O)c3cccc4ccccc34)CC2)cc1
    -5, 3, 11, -2, -18, 0, -12, 7, 0, 3, 1
33: O=C(NCC1(N2CCCCC2)CCCCC1)c1ccc(NS(=O)(=O)c2ccccc2)cc1
    -18, -1, 13, 7, -22, -4, 12, -10, -40, -21, -29
34: CCc1cc(=O)oc2c(C)c(OC(C)C(=O)N3CC[C@@]4(O)CCCC[C@H]4C3)ccc12 (stereo partly specified)
    -24, 9, 20, 8, -2, -30, -32, -12, 6, -8, 16
35: COc1cc(NC(=O)COC(=O)/C=C/c2c(C)nn(-c3ccc(F)cc3)c2Cl)cc(OC)c1
    13, 3, -2, -16, -7, -9, 15, -14, 3, -6, 9
36: CC1(c2nnc(Cc3ccccc3)o2)CC(c2ccccc2[N+](=O)[O-])=NO1 (stereo unspecified)
    2, -27, -14, 12, -9, -5, -24, ·, 13, ·, 16
37: CCn1c2ccccc2c2cc(CN3CCN(S(C)(=O)=O)CC3)ccc21
    -3, 13, 15, 15, 19, 11, -16, 16, 6, 22, 9
38: CCc1ccc(CN2CCN(C(=O)c3cccc(OC)c3OC)CC2)cc1
    26, 15, 18, 3, 23, 22, -2, 13, 36, 54*, 10
39: CCC(OC(=O)CCc1nc2ccccc2[nH]c1=O)C(=O)c1ccccc1 (stereo unspecified)
    -4, -19, 5, 8, 13, -5, 8, -15, -1, 9, -10
40: COc1ccc(OCC(=O)NNC(=O)c2c(-c3ccccc3Cl)noc2C)cc1
    4, -8, 3, -6, 12, 6, 5, -11, -1, -3, 22
41: CCn1nc(C)c(NC(=O)CSc2nnc(-c3ccco3)n2C)c1C
    -2, -7, 2, -6, 18, -8, -3, 14, 4, -1, 1
42: Cc1ccc(SCCCCN2C(=O)NC(C)(C)C2=O)cc1
    -14, -8, 8, -7, -1, -8, -18, -13, -7, 7, -14
43: CCOc1ccc(N(CC(=O)NCc2ccc(F)cc2)C(=O)c2snc(C(N)=O)c2N)cc1
    12, -17, 12, -2, -1, 3, 14, 8, -12, -10, -3
44: CC(=O)c1ccccc1OCCOc1ccccc1C(C)=O
    -2, 4, 7, -5, 1, 4, -20, 10, 2, -13, -2
45: CC(OC(=O)CN1C(=O)NC2(CCCC2)C1=O)c1ccc(F)cc1 (stereo unspecified)
    -2, -7, -2, 0, -16, 7, -4, 34, 1, 6, -1
46: Cc1nc2ccc(C(=O)OCc3nnc(-c4ccccc4)o3)cc2nc1C
    -6, 19, -6, -18, 6, 8, 6, -12, 0, -10, -7
47: CCCCn1c(SCc2nnc(-c3ccccc3)o2)nc2c1c(=O)n(C)c(=O)n2C
    1, 3, -13, -9, 14, -23, -5, 14, 6, -10, -7
48: C[C@H]1CN([C@@H](C)CO)C(=O)c2c(c3ccccc3n2C)-c2ccccc2CO[C@H]1CN(C)Cc1cccc(F)c1
    12, 11, 1, -16, 5, 9, 12, 8, -3, 5, 4
49: CCCOc1ccc2c3c(c(=O)oc2c1OCCC)CCCC3
    -14, -69, 21, -6, -23, -19, 3, -5, -3, 1, -2
50: Cc1ccnc(NS(=O)(=O)c2ccc(NC(=O)CCS(=O)(=O)c3ccccc3)cc2)n1
    40, 33, -11, -19, -9, -27, 3, -15, 6, -3, 15
51: O=C(O)c1cccc(NC(=S)NC(NC(=O)c2cccc([N+](=O)[O-])c2)C(Cl)(Cl)Cl)c1 (stereo unspecified)
    -6, -4, 5, -7, 1, -11, 8, -31, -3, 15, -3
52: C=CCN1C(=O)NC2(O)C(=O)c3ccccc3C12O (stereo unspecified)
    -1, 17, 12, -2, -9, -4, 0, -8, -16, 8, 22
53: CC(=C/c1ccco1)/C=N/NC(=O)Cc1cccn1C
    4, 6, 5, 11, 18, -3, -12, -19, -1, 9, 6
54: CCOc1cc(-n2ncc(C#N)c2N)nc(SC)n1
    -7, -12, 0, -12, -15, -15, 0, 22, 6, 8, 15
55: c1ccc2c(c1)ccn1c(Cc3ccsc3)c(C3CCCCC3)nc21
    5, -11, 14, ·, 5, ·, ·, 2, ·, 7, ·
56: Cc1ccc(S(=O)(=O)N(C)C)cc1NC(=O)c1cc(S(=O)(=O)N2CCCCC2)ccc1N1CCOCC1
    0, -29, -3, -12, 9, -17, 13, -36, -1, 16, 7
57: CCOC(=O)c1ccc(N2C(=O)C(O)=C(C(C)=O)C2c2ccccn2)cc1 (stereo unspecified)
    -1, -29, -10, 4, -15, -31, -8, -31, 0, 0, -35
